From PubChem BioAssay
APJ ag = agonists of human APJ apelin receptor; P35414; CHO-K1 APJ PathHunter beta-arrestin, luminescence; 0% DMSO wells, 100% apelin; activation, % at 20 µM; actives 0.11% (n = 330,000);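 active = activation more than six SD over the plate average, tested at 20 µM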;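 also: 0% = DMSO alone and 100% = apelin-13 at 10 nM; some results filed as inactive read as strong as hits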
Target sequence (P35414 whole entry, looked up): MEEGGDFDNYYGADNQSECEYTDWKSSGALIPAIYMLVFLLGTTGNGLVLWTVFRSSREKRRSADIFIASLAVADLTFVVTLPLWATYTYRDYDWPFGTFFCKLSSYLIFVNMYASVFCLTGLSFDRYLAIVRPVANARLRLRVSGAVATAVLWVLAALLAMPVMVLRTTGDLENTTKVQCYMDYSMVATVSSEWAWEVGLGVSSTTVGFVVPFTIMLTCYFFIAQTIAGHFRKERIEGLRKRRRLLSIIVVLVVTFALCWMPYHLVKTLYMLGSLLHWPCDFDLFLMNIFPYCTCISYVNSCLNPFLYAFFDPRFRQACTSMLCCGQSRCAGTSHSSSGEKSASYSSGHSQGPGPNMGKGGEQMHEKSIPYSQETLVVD
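Test system: CHO-K1 APJ beta-arrestin complementation cell line. Amount: cell density 1000 per well. Controls: DMSO negative, 10 nM Apelin-13 positive. Signal: luminescent beta-gal fragment complementation, chemiluminescent substrate. Read-out basis: agonist-driven arrestin binding to APJ. Timing: compound stimulation 90 min at 25 °C, detection 60 min.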
UPR CHOP act = activators of apoptotic arm of unfolded protein response (CHOP) | activation, % at 10 µM | actives 0.34% (n = 330,000) | CHO-CHOP luciferase reporter, UPR activation, luminescence; percent of tunicamycin response over DMSO baseline;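 active = at 10 µM dose, activation of 40% or more, normalized to positive control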;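 also: 100% = tunicamycin at 10 µg/mL and 0% = DMSO alone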
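Assay system: CHO-CHOP cells, stable luciferase reporter of PERK-eIF2a-CHOP signalling / Buffer or medium: F12 plus 10% serum / Compound dosing: one dose, 10 µM in 0.5% DMSO / Times: 6 h compound treatment, 37 °C / Technique: luciferase luminescence / Read-out: % reporter activation, DMSO baseline versus tunicamycin full activation / Benchmarks: tunicamycin and DMSO controls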
APJ antag = blocks the human apelin receptor APJ | P35414 | CHO-K1 APJ beta-arrestin complementation, luminescence | inhibition, % at 20 µM | actives 0.32% (n = 330,000);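 active = inhibition above about 40% at 20 µM, limit read from the data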;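 also: cells challenged with 10 nM apelin-13 agonist together with compound; plate controls were apelin-13 plus DMSO wells for no effect and DMSO wells lacking apelin-13 for full effect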
tim23-1 inh = tim23-1 yeast growth inhibition | S. cerevisiae tim23-1 growth, BacTiter-Glo luminescence, 24 h | inhibition, % at 20 µM | actives 1.3% (n = 330,000);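 active = growth inhibition of the mutant yeast at or above 50%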;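 also: temperature-sensitive mutant grown at 25 °C; plate controls were DMSO-treated mutant yeast for no effect and medium wells lacking yeast for full effect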
tim10-1 inh = tim10-1 yeast growth inhibition; S. cerevisiae tim10-1 ts strain growth, BacTiter-Glo, 24 h; inhibition, % at 20 µM; actives 2.2% (n = 330,000);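 active = inhibition of at least 40%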;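 also: mutant grown at 25 °C; 0% = DMSO wells with yeast and 100% = wells holding no yeast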
UPR XBP1 act = adaptive UPR (XBP1) activation. CHO-XBP1 luciferase reporter, IRE1-XBP1 UPR activation, luminescence; percent of tunicamycin response, DMSO as zero. activation, % at 20 µM. actives 0.33% (n = 330,000). AID 463104;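 active = versus positive control, 20 µM dose yields 30% or more activation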;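 also: 100% = tunicamycin at 10 µg/mL and 0% = DMSO only wells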
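Assay system: IRE1-XBP1 luciferase reporter CHO line. Input: 1000 cells/well. Buffer or medium: F12 with 10% serum. Doses: 20 µM, 1% DMSO. Times: overnight seeding at 37 °C, 6 h compound treatment at 37 °C. Technique: Steady-Glo luciferase glow luminescence, 10 min after reagent addition.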
CXCR6 inh = inhibitors of human CXCR6 receptor; O00574; CHO-K1 PathHunter CXCR6 beta-arrestin, luminescence; inhibition, % at 20 µM; actives 0.36% (n = 360,000); in the data active = inhibition above about 34%, passing the limit was not always enough;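 also: antagonist mode with CXCL16 agonist at 10 nM final; 0% = 10 nM CXCL16 with DMSO and 100% = unstimulated wells without agonist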
Target sequence (O00574 whole entry, looked up): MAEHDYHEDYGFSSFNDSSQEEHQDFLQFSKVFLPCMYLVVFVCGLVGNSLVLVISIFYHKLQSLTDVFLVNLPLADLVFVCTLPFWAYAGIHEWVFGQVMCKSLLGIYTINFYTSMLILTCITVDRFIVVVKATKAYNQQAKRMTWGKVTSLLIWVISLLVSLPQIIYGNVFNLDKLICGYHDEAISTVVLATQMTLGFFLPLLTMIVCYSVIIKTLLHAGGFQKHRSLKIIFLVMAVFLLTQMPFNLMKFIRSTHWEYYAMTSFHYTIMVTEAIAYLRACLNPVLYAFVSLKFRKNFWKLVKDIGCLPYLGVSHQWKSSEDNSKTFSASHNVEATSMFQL
TIM10 inh = TIM10 yeast growth inhibition; actives 1.4% (n = 330,000); AID 463195; inhibition, % at 10 µM; S. cerevisiae TIM10 strain growth, BacTiter-Glo luminescence, 24 h;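 active = inhibition of 40% or more at the single tested concentration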;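 also: wild-type TIM10 isogenic control strain grown at permissive 25 °C; 0% = DMSO yeast wells and 100% = minimal medium wells without yeast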
Mdm2-MdmX inh = disrupts the human Mdm2-MdmX interaction; O15151+Q00987; SaOS-2 split-luciferase Mdm2/MdmX complementation, luminescence; inhibition, % at 8 µM; actives 3% (n = 330,000);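 active = inhibition of at least 50% at 8 µM in the primary screen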
Numbers without * were called inactive.

O=S(=O)(c1cc(-c2nnc(-c3ccc(Br)cc3)o2)ccc1Br)N1CCCCCC1 was read as APJ ag -3, UPR CHOP act -0.6, APJ antag 8, tim23-1 inh 14, tim10-1 inh 11, UPR XBP1 act -3, CXCR6 inh -1, TIM10 inh 16 and Mdm2-MdmX inh 50.
O=C(Nc1cccnc1)c1ccc2snnc2c1 was read as APJ ag -3, UPR CHOP act 1.7, APJ antag 9, tim23-1 inh 8, tim10-1 inh -9, UPR XBP1 act 11, CXCR6 inh 1, TIM10 inh 7 and Mdm2-MdmX inh -5.
Screening O=C1C=C(c2cccc(CO)c2)C[C@@H](c2ccc(F)cc2)C1 returned APJ ag -1, UPR CHOP act 0.2, APJ antag 12, tim23-1 inh 29, tim10-1 inh 9, UPR XBP1 act 0, CXCR6 inh -11, TIM10 inh -8 and Mdm2-MdmX inh 11.
For CC(C)=NOc1nc(NC(=O)NS(=O)(=O)c2ccccc2Cl)nc(N(C)C)n1 the results were APJ ag 2, UPR CHOP act 3.6, APJ antag -1, tim23-1 inh 6, tim10-1 inh 1, UPR XBP1 act 0, CXCR6 inh -10, TIM10 inh 11 and Mdm2-MdmX inh 4.
For COC(=O)[C@H](Cc1ccc(O)cc1)NC(=O)Cn1ccc(NC(=O)OCc2ccccc2)nc1=O the results were APJ ag -3, UPR CHOP act -1.1, APJ antag 17, tim23-1 inh -1, tim10-1 inh 6, UPR XBP1 act -3, CXCR6 inh 1, TIM10 inh -5 and Mdm2-MdmX inh 6.
`CN(C(=O)CSc1nc(C2CC2)n(-c2ccccc2)n1)C1CCS(=O)(=O)C1` (configuration not stated) gave APJ ag -5, UPR CHOP act 0.8, APJ antag 18, tim23-1 inh -1, tim10-1 inh -12, UPR XBP1 act -2, CXCR6 inh -1, TIM10 inh 3 and Mdm2-MdmX inh 12.
Screening O=S(=O)(Cc1ccccc1)Nc1ccccc1Br returned APJ ag -1, UPR CHOP act 2.3, APJ antag -6, tim23-1 inh 18, tim10-1 inh 12, UPR XBP1 act -3, CXCR6 inh -3, TIM10 inh 1 and Mdm2-MdmX inh 9.
C=CCn1c(SCCN2CCCC2)nc2c([nH]c3ccccc32)c1=O was read as APJ ag -1, UPR CHOP act -2.6, APJ antag 11, tim23-1 inh 2, tim10-1 inh 14, UPR XBP1 act -1, CXCR6 inh 3, TIM10 inh -20 and Mdm2-MdmX inh 41.
C=CCOC(=O)C(C#N)c1nc2ccccc2nc1N1CCN(c2ccccc2OC)CC1 (configuration not stated) was read as APJ ag -2, UPR CHOP act -2.0, APJ antag 13, tim23-1 inh 29, tim10-1 inh 31, UPR XBP1 act -2, CXCR6 inh 14, TIM10 inh 16 and Mdm2-MdmX inh -7.
For CCN(CC)S(=O)(=O)c1ccc(N2CCOCC2)c(NC(=O)C2COc3ccccc3O2)c1 (configuration not stated) the results were APJ ag -2, UPR CHOP act -2.2, APJ antag -13, tim23-1 inh 37, tim10-1 inh 39, UPR XBP1 act -2, CXCR6 inh 0, TIM10 inh 8 and Mdm2-MdmX inh 9.
COc1ccc(NS(=O)(=O)c2c(C)[nH]c(C)c2C(=O)N2CCCCC2)cc1Cl was read as APJ ag 1, UPR CHOP act -0.7, APJ antag 24, tim23-1 inh 1, tim10-1 inh 8, UPR XBP1 act -1, CXCR6 inh -3, TIM10 inh -3 and Mdm2-MdmX inh 5.
For Cc1cccc(COC(=O)C(Cc2ccccc2)NC(N)=O)c1 (configuration not stated) the results were APJ ag -1, UPR CHOP act 3.2, APJ antag 21, tim23-1 inh 18, tim10-1 inh -2, UPR XBP1 act 3, CXCR6 inh 6, TIM10 inh -4 and Mdm2-MdmX inh 11.
Screening COc1ccc(C(=O)NCC(C)CN(C)C)cc1 (configuration not stated) returned APJ ag -2, UPR CHOP act -3.6, APJ antag 7, tim23-1 inh 4, tim10-1 inh 0, UPR XBP1 act -2, CXCR6 inh -6, TIM10 inh 5 and Mdm2-MdmX inh 8.
For CC1=C(C(=O)Nc2ccc(Br)cc2)C(c2ccco2)NC(=O)N1 (configuration not stated) the results were APJ ag 0, UPR CHOP act 0.3, APJ antag 13, tim23-1 inh 8, tim10-1 inh 9, UPR XBP1 act 2, CXCR6 inh -4, TIM10 inh -3 and Mdm2-MdmX inh -26.
Screening O=C(O)c1ccccc1C(=O)NCC(O)c1ccccc1 (configuration not stated) returned APJ ag 0, UPR CHOP act -0.8, APJ antag 10, tim23-1 inh 12, tim10-1 inh 0, UPR XBP1 act -1, CXCR6 inh -14, TIM10 inh 2 and Mdm2-MdmX inh 3.
Screening COc1ccc(-c2cc(-c3ccco3)[nH]c(=O)c2C#N)cc1OC returned APJ ag 0, UPR CHOP act 0.9, APJ antag -8, tim23-1 inh 8, tim10-1 inh 10, UPR XBP1 act -1, CXCR6 inh -10, TIM10 inh 15 and Mdm2-MdmX inh -5.
`CCc1nnc(NC(=O)CSc2nnc(-c3cc4ccccc4cc3O)n2CCOC)s1` gave APJ ag -4, UPR CHOP act -2.0, APJ antag -2, tim23-1 inh 1, tim10-1 inh 4, UPR XBP1 act -1, CXCR6 inh 3, TIM10 inh -13 and Mdm2-MdmX inh -6.
`O=C(N1CCOCC1)N1CCc2ccccc21` gave APJ ag -2, UPR CHOP act -0.1, APJ antag 5, tim23-1 inh 6, tim10-1 inh -3, UPR XBP1 act -5, CXCR6 inh -3, TIM10 inh 0 and Mdm2-MdmX inh -20.
COc1ccc(C2C(C#N)=C(N)Oc3c2ccc2cccnc32)cc1OC (configuration not stated) was read as APJ ag 0, UPR CHOP act -0.6, APJ antag -1, tim23-1 inh 13, tim10-1 inh 18, UPR XBP1 act 4, CXCR6 inh -2, TIM10 inh 22 and Mdm2-MdmX inh 81*.
COC(=O)c1cccc(NS(=O)(=O)c2ccc(NC(C)=O)cc2)c1C was read as APJ ag -4, UPR CHOP act -0.5, APJ antag -22, tim23-1 inh 6, tim10-1 inh 3, UPR XBP1 act -1, CXCR6 inh -3, TIM10 inh 20 and Mdm2-MdmX inh 14.
`Cc1oc(-c2ccccc2Cl)nc1CS(=O)CC(=O)NCc1cccs1` (configuration not stated) gave APJ ag 5, UPR CHOP act 2.1, APJ antag 1, tim23-1 inh 19, tim10-1 inh 14, UPR XBP1 act -1, CXCR6 inh 0, TIM10 inh 3 and Mdm2-MdmX inh -25.
O=C(Cc1ccccc1F)OCC(=O)N1CCN(C(=O)c2ccco2)CC1 was read as APJ ag -8, UPR CHOP act -1.3, APJ antag 1, tim23-1 inh 6, tim10-1 inh 4, UPR XBP1 act -1, CXCR6 inh 6, TIM10 inh -12 and Mdm2-MdmX inh -3.
`CS/C(=N\S(=O)(=O)c1cccs1)Nc1ccc(F)c(Cl)c1` gave APJ ag -3, UPR CHOP act -1.7, APJ antag 3, tim23-1 inh 33, tim10-1 inh 21, UPR XBP1 act -4, CXCR6 inh -3, TIM10 inh 1 and Mdm2-MdmX inh 6.
Screening CCNC(=O)COC(=O)c1ccc(-n2nc(C)cc2C)cc1 returned APJ ag -5, UPR CHOP act 0.5, APJ antag -6, tim23-1 inh 15, tim10-1 inh 8, UPR XBP1 act 1, CXCR6 inh 4, TIM10 inh -15 and Mdm2-MdmX inh -1.
Screening Cc1ccsc1C(=O)OCc1nnc(-c2ccccc2)o1 returned APJ ag 2, UPR CHOP act 5.3, APJ antag 14, tim23-1 inh 29, tim10-1 inh 13, UPR XBP1 act 3, CXCR6 inh -21, TIM10 inh 13 and Mdm2-MdmX inh -57.
For CC(C)c1ccc(N2C(=O)C(Cl)=C(N3CCOCC3)C2=O)cc1 the results were APJ ag 1, UPR CHOP act 4.0, APJ antag -12, tim23-1 inh -8, tim10-1 inh 5, UPR XBP1 act 1, CXCR6 inh -16, TIM10 inh 4 and Mdm2-MdmX inh 1.
For CC(CN1CCN(C)CC1)OC(=O)c1ccccc1Cl (configuration not stated) the results were APJ ag -6, UPR CHOP act 2.2, APJ antag 2, tim23-1 inh 4, tim10-1 inh 5, UPR XBP1 act 2, CXCR6 inh -4, TIM10 inh 5 and Mdm2-MdmX inh 13.
CC1(C)CC(CCC(=O)NC(=S)Nc2ccccc2Cl)C(=O)O1 (configuration not stated) was read as APJ ag -4, UPR CHOP act -0.2, APJ antag 4, tim23-1 inh 5, tim10-1 inh 32, UPR XBP1 act 0, CXCR6 inh -4, TIM10 inh 15 and Mdm2-MdmX inh 8.
`COc1ccc(OCCC(=O)NCc2ccccc2)cc1` gave APJ ag 3, UPR CHOP act 0.2, APJ antag -10, tim23-1 inh -9, tim10-1 inh -8, UPR XBP1 act 0, CXCR6 inh -1, TIM10 inh -17 and Mdm2-MdmX inh 7.
`O=C(/C(=N\Nc1ccccc1)Sc1nnnn1-c1ccccc1)c1ccccc1` gave APJ ag -3, UPR CHOP act -0.7, APJ antag 8, tim23-1 inh 33, tim10-1 inh 11, UPR XBP1 act -2, CXCR6 inh 10, TIM10 inh 22 and Mdm2-MdmX inh -5.
`CC/C(=N\NC(=O)Nc1nonc1N)c1ccc(OC)c(OC)c1` gave APJ ag -2, UPR CHOP act 0.1, APJ antag 5, tim23-1 inh 12, tim10-1 inh 10, UPR XBP1 act 1, CXCR6 inh -3, TIM10 inh 3 and Mdm2-MdmX inh 12.
`Cc1cccc(C=Nc2ccc3c(c2)oc2ccccc23)c1O` gave APJ ag 3, UPR CHOP act 7.6, APJ antag -3, tim23-1 inh 18, tim10-1 inh 14, UPR XBP1 act 2, CXCR6 inh -2, TIM10 inh 3 and Mdm2-MdmX inh -34.

A draw from above in order of SMILES length, high to low:
`O=C(/C(=N\Nc1ccccc1)Sc1nnnn1-c1ccccc1)c1ccccc1` gave APJ ag -3, UPR CHOP act -0.7, APJ antag 8, tim23-1 inh 33, tim10-1 inh 11, UPR XBP1 act -2, CXCR6 inh 10, TIM10 inh 22 and Mdm2-MdmX inh -5.
`Cc1oc(-c2ccccc2Cl)nc1CS(=O)CC(=O)NCc1cccs1` (configuration not stated) gave APJ ag 5, UPR CHOP act 2.1, APJ antag 1, tim23-1 inh 19, tim10-1 inh 14, UPR XBP1 act -1, CXCR6 inh 0, TIM10 inh 3 and Mdm2-MdmX inh -25.
CC1(C)CC(CCC(=O)NC(=S)Nc2ccccc2Cl)C(=O)O1 (configuration not stated) was read as APJ ag -4, UPR CHOP act -0.2, APJ antag 4, tim23-1 inh 5, tim10-1 inh 32, UPR XBP1 act 0, CXCR6 inh -4, TIM10 inh 15 and Mdm2-MdmX inh 8.
`CC/C(=N\NC(=O)Nc1nonc1N)c1ccc(OC)c(OC)c1` gave APJ ag -2, UPR CHOP act 0.1, APJ antag 5, tim23-1 inh 12, tim10-1 inh 10, UPR XBP1 act 1, CXCR6 inh -3, TIM10 inh 3 and Mdm2-MdmX inh 12.

These rows are one share of the data; the hit share may differ from the screen's.
